Source: PubChem (National Center for Advancing Translational Sciences (NCATS))
Giardia FBPA inh = qHTS Assay for Inhibitors of Fructose-1,6-bisphosphate Aldolase from Giardia Lamblia | Potency, µM (titrated, usually from 59.6 µM), for inactives: at the highest dose activity, negative = inhibition, usual class: inhibitors | purified Giardia FBPA | A8B2U2 | AID 2451, 2010 | actives 0.71% (n = 290,000); note: potency is the fitted concentration of half-maximal effect; nearly all actives have a fitted effect of over 55% in size
Target sequence (A8B2U2 whole entry, looked up): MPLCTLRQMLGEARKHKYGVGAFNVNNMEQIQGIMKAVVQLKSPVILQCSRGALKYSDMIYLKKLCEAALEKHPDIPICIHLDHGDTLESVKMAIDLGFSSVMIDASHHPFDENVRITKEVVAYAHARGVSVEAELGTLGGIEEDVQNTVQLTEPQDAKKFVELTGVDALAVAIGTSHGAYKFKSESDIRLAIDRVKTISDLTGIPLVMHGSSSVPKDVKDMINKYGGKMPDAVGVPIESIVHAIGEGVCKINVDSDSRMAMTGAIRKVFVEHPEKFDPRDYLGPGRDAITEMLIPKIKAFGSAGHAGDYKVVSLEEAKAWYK
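Giardia FBPA (40 nM reagent) was preincubated 10 min at RT with compound (up to 57.5 uM final), then substrate plus GAPDH/TPI/NAD/arsenate coupling system with diaphorase/resazurin was added; resorufin fluorescence (525/598 nm) was read after 20 min.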
Sm TGR inh = qHTS Assay for the Inhibitors of Schistosoma Mansoni Peroxiredoxins | Schistosoma mansoni thioredoxin glutathione reductase (TGR), Q962Y6 | purified TGR, DTNB reduction, TNB absorbance 405 nm | Potency, µM (titrated, usually from 114 µM), without a hit: at the top dose activity change, negative = inhibition, most hits filed as inhibitors | actives 3% (n = 360,000); note: potency is the fitted concentration of half-maximal effect; nearly all actives have a fitted effect of over 60% in size
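TGR 20 nM + NADPH 100 uM (dispensed conc.), cpd preinc 15 min RT; start with NADPH (500 uM addition) then DTNB (15 mM addition). Kinetic TNB absorbance, 405 nm filter. Four-parameter Hill fit across titration.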
HCMV antiviral = qHTS Assay for inhibitors of the human cytomegalovirus (HCMV). HFF cells, HCMV-luciferase reporter, 72 h; hits give low values. activity change, negative = inhibition, % at 57.5 µM. actives 4.5% (n = 410,000). AID 1259415, 2018; in the data active = activity change below about -60%; inconclusive = no clear call, values can overlap the other calls; inactive = above about -39%
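Inhibition of viral replication was scored as loss of reporter luminescence in HFFs infected with HCMV-luciferase (MOI 1 PFU/cell) for 72 h; compounds tested at 2 doses, normalized to buffer and Salinomycin controls.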
AmpC inh detg = qHTS Inhibitors of AmpC Beta-Lactamase (assay with detergent); AID 485294, 2010; actives 0.041% (n = 370,000); AmpC hydrolysis of nitrocefin, absorbance 480 nm, 0.01% Triton; P00811; Potency, µM (top dose mostly 114 µM), inactives show at the top dose activity change, negative = inhibition, most hits filed as inhibitors;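 note: potency is the fitted concentration of half-maximal effect; 0% = no-compound wells and -100% = no-enzyme wells; nearly all actives have a fitted effect of over 25% in size; some results filed as inactive show a strong effect at the top dose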
Target sequence (P00811 whole entry, looked up): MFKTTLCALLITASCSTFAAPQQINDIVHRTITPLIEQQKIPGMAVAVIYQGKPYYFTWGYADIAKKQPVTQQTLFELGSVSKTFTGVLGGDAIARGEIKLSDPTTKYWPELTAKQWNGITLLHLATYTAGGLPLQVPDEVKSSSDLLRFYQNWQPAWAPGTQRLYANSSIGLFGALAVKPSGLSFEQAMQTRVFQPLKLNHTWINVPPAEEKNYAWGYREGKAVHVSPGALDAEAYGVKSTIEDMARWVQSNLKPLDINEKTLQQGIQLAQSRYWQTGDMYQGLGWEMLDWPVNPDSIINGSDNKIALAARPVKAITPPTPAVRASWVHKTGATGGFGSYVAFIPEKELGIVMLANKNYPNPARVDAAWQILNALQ
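20 mM phosphate pH 7.0 + 0.01% (detergent screen) or 0.0001% Triton X-100; 5.3 nM AmpC reagent; cpd preinc 15 min RT; nitrocefin (800 uM stock) to start; A480 q20 s × 4 min; Activity was normalised to no-enzyme and no-compound control wells.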
AmpC no deterg = qHTS Inhibitors of AmpC Beta-Lactamase (assay without detergent). Potency, µM (top dose mostly 57.1 µM), inactives show top-dose activity change, negative = inhibition, hits mostly inhibitors. AID 485341, 2010. actives 0.52% (n = 330,000). P00811. AmpC nitrocefin hydrolysis, absorbance 480 nm, 0.0001% Triton;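 note: potency is the fitted concentration of half-maximal effect; plate controls were no compound for no effect and no enzyme for full effect; nearly all actives have a fitted effect of over 20% in size; some results filed as inactive show a strong effect at the top dose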
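20 mM phosphate pH 7.0 + 0.01% (detergent screen) or 0.0001% Triton X-100; 5.3 nM AmpC reagent; cpd preinc 15 min RT; nitrocefin (800 uM stock) to start; A480 q20 s × 4 min; Activity was normalised to no-enzyme and no-compound control wells.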
AMA1 RON2 block = qHTS for Inhibitors of AMA1-RON; Towards Development of Antimalarial Drug Lead: Primary Screen; Plasmodium falciparum AMA1 (3D7) - RON2 peptide interaction; AlphaScreen AMA1-biotinylated RON2 peptide binding; Potency, µM (series often up to 58.2 µM), without a hit: at the highest dose activity change, negative = inhibition, most hits filed as inhibitors; actives 0.2% (n = 360,000); AID 720542, 2013;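 note: potency is the fitted concentration of half-maximal effect; 0% = vehicle wells and -100% = peptide control; nearly all actives have a fitted effect of over 45% in size; some results filed as inactive show a strong effect at the top dose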
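AMA1 (3D7) with his tag at 25 nM final met compounds first, then biotinylated RON2 peptide at 25 nM; detection used donor plus acceptor beads, 10 µg/mL apiece, read by AlphaScreen after 30 min at room temperature.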
* = called active by the depositor; u = inconclusive; x = not tested or not shown; & = joins results of further samples; [ ] = another dose, or the depositor's remark. Unless noted, calls come from the whole dose curve; as a rule, active = well fitted curve in the direction sought with a large enough effect; inconclusive = small, poorly fitted or top-dose-only effect, or another doubt; inactive = no such curve, though single readings can be large; an effect the other way counts as inactive or inconclusive. Unless noted, % is set by controls: 0 for no effect and ±100 for the full control effect.

compound	Giardia FBPA inh	Sm TGR inh	HCMV antiviral	AmpC inh detg	AmpC no deterg	AMA1 RON2 block
O=C(CC1SCCNC1=O)Nc1ccc(F)c(Cl)c1 (centres undefined)	-1%	-6%	36	-3%	-3%	-8%
CCCCCC(O)CCCC(=O)O (centres undefined)	-3%	x	20	x	x	14%
CCOc1ccc(NC(=O)[C@H]2O[C@@H]3OC(C)(C)O[C@@H]3[C@H]3OC(C)(C)O[C@H]32)cc1	x	8%	u	12%	x	x
Cc1cc(C)c(NC(=O)CNC(=O)c2cc(C3CC3)nn2-c2ccccc2)c(C)c1	x	0%	-26	2%	-3%	-1%
CC(/C=C/c1ccccc1)=N\NC(=O)CCc1ccccc1	-3%	0%	-20	2%	-26%	-10%
CC1CN(c2oc(-c3ccco3)nc2C#N)CC(C)O1 (centres undefined)	22%	16%	-16	1%	1%	-6%
CCOC(=O)c1ccc(NS(=O)(=O)c2c(C)n(C)c(=O)n(C)c2=O)cc1	0%	3%	-10	-6%	-10%	-1%
O=C(Oc1cccc(Br)c1)c1cccnc1	0%	-5%	20	2%	89%[activator]	-6%
COc1ccc(C(=O)Nc2ccnn2C2CCN(CC3CC=CCC3)CC2)cc1 (centres undefined)	x	-1%	53	2%	25%	-10%
O=C(OCC#CCSc1nnc(-c2cccc3ccccc23)o1)c1cnc[nH]1	x	-14%	18	-9%	3%&-12%	x
Cc1ccc(OCC(O)Cn2c(N)nc3c2c(=O)n(C)c(=O)n3C)cc1 (centres undefined)	0%	9%[57.1 µM]	-21	-5%	2%	0%
COc1ccc2c(C(=O)c3ccc(Cl)cc3)n(CCCC(N)=O)[n+]([O-])c2c1	x	-15%	0	-7%	153%[activator]	1%
CC(C)(C)C(=O)Nc1ccc(N2CCN(c3ccc(C(F)(F)F)cn3)CC2)nc1	-1%	0%	-10	-10%	-14%	-9%
O=Cc1cn(-c2ccccc2)nc1-c1cc2c(ccc3ccccc32)oc1=O	9%	-8%	2	0%	-11%	6%
Cc1ccc(NC(=O)CN2C(=O)NC(Cc3c[nH]c4ccccc34)C2=O)cc1S(=O)(=O)N1CCCCC1 (centres undefined)	0%	-12%	-8	-2%	u	-21%
O=C1/C(=C\c2ccsc2)N2CCC1CC2	1%	-17%	-12	-6%	0%	6%
CC(C)(C)[C@H]1C=C(C(=O)NCc2nc3ccccc3[nH]2)O[C@@H](OCc2ccc(CO)cc2)C1	1%	11%	7	0%	30%	5%
CSCCC(NC(=O)C1CCC(C)CC1)C(=O)N1CCN(c2ccccn2)CC1 (centres undefined)	5%	-3%	-10	1%	80%[activator]	-6%
Cc1ccc2onc(CC(=O)Nc3ccc(C(C)C)cc3)c2c1	x	4%	-7	6%	x	x
CCOC(=O)c1ccc(NC(=O)C(CC)Sc2nc3ncccc3o2)cc1 (centres undefined)	x	0%	26	2%	x	x
CCOC(=O)CNC(=O)/C=C/c1c(Cl)cccc1Cl	-2%	0%	-12	-4%	-22%	-14%
O=C1CC(N2CCN(C(c3ccccc3)c3ccccc3)CC2)C(=O)N1 (centres undefined)	3%	u	-14	-15%	5%	0%
COC(=O)c1ccc(N2CCN(S(=O)(=O)c3ccc4ccccc4c3)CC2)c([N+](=O)[O-])c1	2%	-15%	-10	-9%	-17%	-4%
Cn1cnc2c(=O)oc3ccc(S(=O)(=O)N4CCN(c5cccc(Cl)c5)CC4)cc3c21	x	1%	15	22%	x	x
Cc1ccc(C)c(-c2cc(C(=O)NN3CCOCC3)c3ccccc3n2)c1	0%	-3%	38	u	14%	-3%
Cc1cc(NC(=O)C2CCCC2)n(-c2nc3ccccc3[nH]2)n1	x	-10%	-7	-7%	-13%	46%[activator]
CCc1cc2c(=O)c(-c3ccon3)c(N)oc2cc1OC	7%	9%	92	u	-13%	35%[activator]
CCOC(=O)CSC1=C(C#N)C(c2ccc(OC)cc2)C2=C(CC(C)(C)CC2=O)N1 (centres undefined)	10%	u	-12	-2%	11%	15%
CCOC(=O)CNc1nc(Cl)nc(Nc2ccccc2)n1	0%	4%	13	-1%	-11%	12%
O=C(Oc1ccc(O)cc1)C12CC3CC(CC(C3)C1)C2	-7%	0%	-2	0%	-19%	13%
Cc1cc(C(=O)Nc2ccccc2C)c2ccccc2n1	16%	1%	-2	-9%	-1%	-7%
CCOC(=O)/C(=C/Nc1ccc(F)cc1)[N+](=O)[O-]	1%	-10%	u	2%	39%	-3%
CN1CCN(c2ccc(NC(=O)c3cc4ccccc4o3)cc2)CC1	-1%	-15%	97	-22%	-10%	-8%
CCCc1cc(Nc2ccccc2)n2ncnc2n1	-6%	-10%	30	0%	-16%	1%
CCc1c(C)sc(NC(=O)C2c3ccccc3Oc3ccccc32)c1C(=O)OC(C)C	x	1%	24	11%	x	x
CC(=O)OC1CC2(C)/C(=N\O)CCC2C2CCc3cc(O)ccc3C12 (centres undefined)	12%	8%	-24	0%	-1%	-7%
COc1ccccc1OCCSc1nc2ccccc2n1CC(N)=O	6%	1%	7	u	-9%	-5%
COc1ccc(S(=O)(=O)N2CCOC23CCN(S(=O)(=O)c2ccc(F)cc2)CC3)cc1	x	-6%	-26	-15%	-7%	-8%
CCS(=O)(=O)c1ccc(NC(=O)c2ccccc2Cl)c(O)c1	-8%	-9%	-8	0%	-8%	-1%
O=C(CN1CCN(S(=O)(=O)N2CCCCC2)CC1)Nc1ccc(Cl)c(Cl)c1	6%	0%	-30	1%	85%[activator]	-4%
Cc1cc(NC(=O)CSc2ccc(-c3nc4cc(C)c(C)cc4[nH]3)cn2)no1	2%	3%	x	5%	-18%	9%
CCS(=O)(=O)N1CC(=O)N(c2cc(Cl)ccc2C)C(C)(C(=O)NC2CCCCCC2)C1 (centres undefined)	x	0%	u	-3%	x	x
Cc1cc(C)n2nc(C(=O)OCC(=O)N3CC(C)CC(C)C3)nc2n1 (centres undefined)	x	-7%	-31	-2%	-5%	31%[activator]
COc1cc(/C=N/Nc2ccc(S(N)(=O)=O)cc2)cc(OC)c1OC	0%	-11%	4	-18%	-17%[11.4 µM]	7%
CN(CC(=O)Nc1ccc(Cl)cc1)C(=O)c1ccc(N2CCCC2=O)cc1	x	4%	-15	-3%	26%	0%
CC(=O)N1CCc2cc(Br)cc(S(=O)(=O)CCC(=O)NCc3ccc(F)cc3)c21	x	2%	-16	6%	x	x
C/C(=N/OCC(=O)NCCCCCCNC(=O)CO/N=C(/C)c1cccs1)c1cccs1	-2%	3%	u	0%	108%[activator]	1%
O=c1[nH]c(COc2ccc(Cl)cc2Br)nc2ccccc12	x	-17%	92	-7%	-53%	-4%
O=C(O)CSc1nc2ccc(C(=O)c3ccccc3)cc2[nH]1	-11%	1%	15	u	-22%	-3%
CC(=O)c1cccc(NC(=O)Cc2noc3ccccc23)c1	x	2%	21	15%	x	x
CC(C)CCn1nnc2sc(-c3ccccc3)cc2c1=O	x	-2%	3	4%	x	x
O=C1CCCN2N=C(SCC(=O)Nc3nccs3)SC2=N1	0%	3%	1	6%	-22%	5%
Cc1ccc(S(=O)(=O)N2CCCC(C(=O)NCc3cccnc3)C2)cc1Cl (centres undefined)	6%	2%	-11	u	36%	-3%
COc1ccc(NC(=O)CC(NCCc2ccccc2)C(=O)O)c(OC)c1 (centres undefined)	-13%	2%	30	2%	-2%	-1%
O=C(Nc1c(F)cccc1F)c1ccc2c(c1)CCN2S(=O)(=O)c1ccccc1	-14%	2%	-32	-7%	-51%	-11%
Cc1cc(NC(=O)c2ccc(Cl)cc2Cl)no1	4%	-19%	82	u	-3%	0%
CC1=C(C(=O)OCc2ccccc2)C(c2ccc(C#N)cc2)NC(=O)N1CCCC(=O)O (centres undefined)	8%	-13%	-33	u	-12%	13%
Cc1onc(-c2ccccc2Cl)c1C(=O)Nc1nc2c(s1)CCCC2	0%	2%	-35	2%	-12%	-17%
Cc1ccc(OCc2ccc(C(=O)N3CCCC3)o2)cc1C	-18%	-23%	35	-16%	121%[activator]	-12%
CCCC1Cc2[nH]c(=O)c(C#N)cc2CO1 (centres undefined)	-1%	5%	13	7%	-13%	19%

Following part:
compound	Giardia FBPA inh	Sm TGR inh	HCMV antiviral	AmpC inh detg	AmpC no deterg	AMA1 RON2 block
COc1ccc(N2CCN(C(=O)C(Cc3ccccc3)n3cccc3)CC2)cc1 (centres undefined)	-4%	-20%	18	-23%	42%	u
COc1cc(C)nc(SCC(N)=O)n1	7%	2%	-5	u	-27%	1%
COc1ccccc1N1CCN(/N=C/C=C\c2ccco2)CC1	0%	40µM*	47	5%	20%	u
N/C(=N\OC(=O)c1ccc(Cl)cc1Cl)c1ccccc1	14%	-21%	30	1%	-12%	54%[activator]
Cc1nn(C)cc1CN(C)Cc1c(C(=O)N(C)Cc2ccccc2)nc2ccccn12	2%	2%	10	1%	-5%	6%
COc1ccc(N/N=C(\C#N)C(N)=O)cc1	-18%	-16%	36	-6%	-6%	-8%
COC(=O)c1cc(=O)c2ccc(OC)cc2o1	5%	9%	56	-1%	-20%	-5%
Cc1cccc(Nc2ncccc2C(=O)O)c1C	2%	-5%	65	-7%	-21%	-14%
COc1cccc(-c2cc(C(F)(F)F)nc(NCc3ccc(F)cc3)n2)c1	x	-2%	-17	u	x	x
CNC(=O)[C@H](C)[C@@H]1C[C@@]1(C)[C@@H](NC(=O)OCc1ccccc1)c1ccccc1	-4%&0%	-2%	3	u	59%	-9%

An excerpt from above with just AmpC inh detg and AmpC no deterg:
SMILES	AmpC inh detg	AmpC no deterg
COC(=O)c1cc(=O)c2ccc(OC)cc2o1	-1%	-20%
Cc1cccc(Nc2ncccc2C(=O)O)c1C	-7%	-21%
